NPY-Y1 PAM-ag – NPY-Y1 receptor potentiators or agonists, primary screen, cell-based; NPY-Y1 expressing cells, potentiator/agonist activation; activation, % at 3.6 µM; 220,000 tested, 0.37% active; in the data active means activation above about 33%, passing the limit was not always enough;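 further: cells stimulated with NPY at EC10 then isoproterenol at EC100; 0% = low agonist plus stimulus and 100% = saturating agonist plus stimulus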
NPY-Y2 PAM-ag – NPY-Y2 potentiators or agonists, primary screen, cell-based. Neuropeptide Y receptor type 2 (Homo sapiens), P49146. cells expressing NPY-Y2, potentiator/agonist read-out. activation, % at 3.6 µM. 220,000 tested, 0.45% active. AID 1359, 2008; in the data active means activation above about 27%;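 further: cells stimulated with NPY near EC25 plus isoproterenol at EC100; 0% = vehicle plus submaximal agonist and 100% = vehicle plus saturating agonist; some results beyond the cut were filed as inactive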
Target sequence (P49146 whole entry, looked up): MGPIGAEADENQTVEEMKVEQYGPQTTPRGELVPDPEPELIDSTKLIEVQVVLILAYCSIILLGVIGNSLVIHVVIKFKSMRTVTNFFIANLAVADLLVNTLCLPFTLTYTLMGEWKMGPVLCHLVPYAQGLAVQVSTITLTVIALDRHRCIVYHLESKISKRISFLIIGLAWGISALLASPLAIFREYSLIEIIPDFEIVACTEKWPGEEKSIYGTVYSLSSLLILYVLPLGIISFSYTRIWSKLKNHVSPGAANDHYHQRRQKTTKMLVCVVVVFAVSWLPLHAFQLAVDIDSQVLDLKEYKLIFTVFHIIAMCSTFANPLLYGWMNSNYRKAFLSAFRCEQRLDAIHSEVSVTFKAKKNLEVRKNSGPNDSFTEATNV
S1P4 agonist – S1P4 receptor agonists, primary screen, cell-based; S1P4-expressing cell line, agonist reporter assay; activation, % at 4.98 µM; AID 1509, 2009; 220,000 tested, 0.35% active; Sphingosine 1-phosphate receptor 4 (Homo sapiens), O95977; in the data active means activation above about 11%;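 further: 0% = DMSO vehicle and 100% = reference agonist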
Target sequence (O95977 whole entry, looked up): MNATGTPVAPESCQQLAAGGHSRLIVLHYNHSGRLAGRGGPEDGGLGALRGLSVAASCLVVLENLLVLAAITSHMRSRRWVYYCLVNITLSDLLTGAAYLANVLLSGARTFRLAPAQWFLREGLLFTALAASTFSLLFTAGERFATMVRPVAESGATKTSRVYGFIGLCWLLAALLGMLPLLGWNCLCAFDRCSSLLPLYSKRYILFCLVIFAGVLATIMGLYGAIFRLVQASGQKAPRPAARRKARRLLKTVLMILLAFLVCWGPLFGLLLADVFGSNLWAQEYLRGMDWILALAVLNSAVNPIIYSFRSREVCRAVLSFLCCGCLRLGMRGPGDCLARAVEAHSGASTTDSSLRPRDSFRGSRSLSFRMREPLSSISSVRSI
EP2 modulator – EP2 receptor modulators, cAMP readout, primary screen, cell-based, HTRF cAMP, PGE2 stimulation; Prostaglandin E2 receptor EP2 subtype (Homo sapiens), P43116; EP2-expressing cells, cAMP HTRF FRET, PGE2 co-stimulation; induction, % at 25 µM; 260,000 tested, 0.83% active;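 active means compounds whose cAMP rise, as percent of the full-agonist control response, exceeds 60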;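 further: rat C6 glioma line stably carrying human EP2 under a CMV promoter; the protocol text gives 20 µM as final concentration; 100% = response of wells given 1 µM PGE2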
Target sequence (P43116 whole entry, looked up): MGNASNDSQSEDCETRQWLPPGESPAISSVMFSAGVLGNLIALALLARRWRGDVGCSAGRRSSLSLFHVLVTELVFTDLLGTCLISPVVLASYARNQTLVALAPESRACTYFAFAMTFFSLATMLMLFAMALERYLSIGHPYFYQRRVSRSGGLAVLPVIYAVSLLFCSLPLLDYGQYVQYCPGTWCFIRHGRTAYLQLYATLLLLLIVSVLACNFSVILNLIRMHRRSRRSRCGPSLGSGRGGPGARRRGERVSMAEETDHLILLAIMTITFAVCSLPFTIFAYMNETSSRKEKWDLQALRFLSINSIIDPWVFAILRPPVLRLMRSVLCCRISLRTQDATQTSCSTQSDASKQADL
TRPN1 ag – zebrafish TRPN1 channel agonists, primary screen, cell-based, HEK293, calcium fluorescence | 220,000 tested, 0.18% active | activation, % at 3 µM | transient receptor potential cation channel N1 (TRPN1/NompC), Danio rerio | HEK293 zebrafish TRPN1-YFP, Fluo-8 calcium fluorescence; 100% = response to 87 µM carbachol | AID 1424, 2008;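 active means activation above its plate's cutoff, the mean activation of test wells on that plate plus 3 SD, cut at about 19% in these data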;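 further: 0% = DMSO alone and 100% = 87 µM carbachol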
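System: zebrafish TRPN1-YFP in HEK293 cells / Dosing: 3 µM single point / Timing: dye loading 1 h at 37 °C, then 30 min room temperature / Signal: Fluo-8 calcium fluorescence, excitation 470-495 nm, emission 515-575 nm / Read-out basis: percent activation from peak over basal fluorescence ratio, control-normalized / Control set: high carbachol 87 µM, low DMSO alone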
NPY Y1 blocker – NPY-Y1 receptor antagonists, primary screen, cell-based | Neuropeptide Y receptor type 1 (Homo sapiens), P25929 | HEK293-CNG Y1 cells, membrane potential fluorescence; NPY at EC95, then isoproterenol | inhibition, % at 3.6 µM | 200,000 tested, 1% active;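 active means inhibition above the campaign mean inhibition of all tested compounds plus 3 SD, cut at about 20% in these data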;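 further: 0% = DMSO wells given NPY plus isoproterenol and 100% = isoproterenol alone without NPY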
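Material: HEK293 cells with Y1 receptor plus CNG channel; times: compound incubation 1 h at room temperature, readout 45 min post-stimulation; signal: fluorescence, membrane potential probe; read-out basis: fluorescence ratio normalized to % inhibition between controls; benchmarks: full-block control isoproterenol-only wells, zero-block control NPY plus isoproterenol wells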
S1P4 antag – S1P4 receptor antagonists, primary screen, cell-based; S1P4-expressing cells, antagonist mode, reporter read-out; inhibition, % at 4.98 µM; 220,000 tested, 0.26% active; Sphingosine 1-phosphate receptor 4 (Homo sapiens), O95977; in the data active means inhibition above about 29%;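 further: 0% = wells stimulated with agonist and 100% = vehicle wells without agonist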
TRPML3 agonist – human TRPML3 channel agonists, primary screen, cell-based, HEK293 TRPML3-YFP, Fluo-8 calcium fluorescence, 3 µM; 100% = the carbachol control signal; activation, % at 3 µM; 220,000 tested, 0.29% active; AID 1448, 2008;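 active means activation above its plate's cutoff, the mean activation of the plate's test wells plus 3 SD, cut at about 12% in these data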;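 further: 0% = DMSO only wells and 100% = carbachol wells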
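Test system: TRPML3-YFP stable HEK293 cells. Doses: single point at 3 µM. Incubation: dye loading 1 h 37 °C then 30 min ambient, 125 s read. Signal: Fluo-8 calcium dye fluorescence, ex 470-495, em 515-575 nm. Measure: percent activation from peak-to-basal fluorescence ratio, scaled between DMSO and carbachol.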
CHOP inh – inhibitors of CHOP promoter induction, primary screen, cell-based, unfolded protein response, luciferase reporter; 220,000 tested, 3.8% active; CHO-K1 CHOP-promoter luciferase, tunicamycin-induced, 15-18 h; inhibition, % at 10 µM;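 active means compounds that reduced the stress-induced luciferase reporter signal by more than about 70% of percent inhibition, limit read from the data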;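 further: 0% = tunicamycin plus vehicle and 100% = wells without tunicamycin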
Starred values were filed as active, the others as inactive; x = not tested or not shown; & = joins results of further samples. Outcome played no part in choosing rows. About 6.5% of those tested had a hit in this group.

nr | SMILES | NPY-Y1 PAM-ag | NPY-Y2 PAM-ag | S1P4 agonist | EP2 modulator | TRPN1 ag
1 | CCn1cc(SCC(=O)Nc2cc(C)on2)c2ccccc21 | 10 | 10 | 0.9 | 0 | -1.0
2 | CCOc1ccc(-c2nnn(CC(=O)Nc3ccccc3OC)n2)cc1OCC | -15 | -7 | 1.4 | 29&-4 | 2.0
3 | O=S(=O)(c1ccc(Cl)cc1Br)N1CCCCC1 | -7 | -4 | 2.6 | -19 | -0.4
4 | COc1ccc(NC(=O)C2CCCO2)cc1Cl (configuration not stated) | -15 | 10 | -0.7 | 1 | 0.0
5 | O=C(c1ccccc1)N1CCN(c2ncnc3sc4c(c23)CCC4)CC1 | 13 | 7 | -0.1 | -5&-31 | 9.3
6 | O=C(CSc1nc2[nH]ncc2c(=O)n1-c1ccccc1)NCc1cccs1 | 3 | 8 | 1.0 | 28 | 1.2
7 | CC1CC(C)(C)NC(=S)N1CCCC(=O)NCc1ccccc1 (configuration not stated) | 0 | -7 | 2.1 | -16 | 0.3
8 | Cc1ccc(S(=O)(=O)N(C)C)cc1NC(=O)CSc1ncc(C(F)(F)F)cc1Cl | -11 | -6 | 0.1 | -27 | -1.4
9 | CCNC(=S)Nc1ccc(Cl)c([N+](=O)[O-])c1 | 0 | 9 | 3.1 | -55 | 14
10 | COc1ccccc1CC(=O)O/N=C(\N)c1ccccn1 | -13 | 8 | -0.3 | -7 | -0.9
11 | C=CCn1c(SCc2nc(N)nc(N3CCCCC3)n2)nnc1-c1ccco1 | 17 | 9 | 0.1 | -8 | -0.2
12 | CCn1cc(C(=O)NCC2CCCO2)c(=O)c2cc(S(=O)(=O)N3CCCCC3)ccc21 (configuration not stated) | 3 | 4 | -2.8 | -7 | 1.2
13 | O=C(NS(=O)(=O)c1ccc2c(c1)OCCO2)c1ccccc1 | -9 | 5 | 0.9 | 13 | 1.4
14 | COCC(O)CNc1ccccc1 (configuration not stated) | -7 | 5 | -0.2 | -6 | 1.0
15 | CC(C)(C)OC(=O)NNC1CC(=O)N(c2ccccc2F)C1=O (configuration not stated) | -8 | -16 | -4.8 | 4 | 0.9

nr | NPY Y1 blocker | S1P4 antag | TRPML3 agonist | CHOP inh
1 | -4 | 0 | -1.2 | 37
2 | 6 | -6 | 0.1 | 32
3 | 5 | -23 | 15* | 10
4 | -4 | -12 | 1.0 | 24
5 | 4 | 0 | 1.5 | 47
6 | 8 | -5 | 0.9 | 2
7 | 5 | -4 | 0.0 | -9
8 | 12 | -2 | 0.0 | 42
9 | -2 | -24 | 8.2 | 10
10 | x | 1 | 0.9 | 0
11 | 2 | -16 | 0.8 | 40
12 | -1 | 1 | 0.9 | 3
13 | 3 | -6 | 1.0 | 5
14 | 0 | -17 | 1.1 | 5
15 | 1 | 17 | -0.5 | 5

Complete entries, looked up by structure:
C=CCn1c(SCc2nc(N)nc(N3CCCCC3)n2)nnc1-c1ccco1 is entered as NPY-Y1 PAM-ag: 17; NPY-Y2 PAM-ag: 9; S1P4 agonist: 0.1; EP2 modulator: -8; TRPN1 ag: -0.2; NPY Y1 blocker: 2; S1P4 antag: -16; TRPML3 agonist: 0.8; CHOP inh: 40
Cc1ccc(S(=O)(=O)N(C)C)cc1NC(=O)CSc1ncc(C(F)(F)F)cc1Cl is entered as NPY-Y1 PAM-ag: -11; NPY-Y2 PAM-ag: -6; S1P4 agonist: 0.1; EP2 modulator: -27; TRPN1 ag: -1.4; NPY Y1 blocker: 12; S1P4 antag: -2; TRPML3 agonist: 0.0; CHOP inh: 42

Going on with the list:
nr | SMILES | NPY-Y1 PAM-ag | NPY-Y2 PAM-ag | S1P4 agonist | EP2 modulator | TRPN1 ag
16 | O=C1c2ccccc2C(O)N1Cc1ccco1 (configuration not stated) | -9 | 10 | 2.1 | 12 | 2.0
17 | C=CCN(CC=C)S(=O)(=O)c1ccc(NC(=O)COc2ccccc2OC)cc1 | -34 | -8 | -0.4 | -59 | 1.0
18 | CCCc1c(NC(=O)Nc2ccc(F)cc2)cnn1-c1ccccc1 | -5 | -34 | 0.8 | -44 | 2.3
19 | Cc1cccc2cncc(OCc3nnc(SC(F)F)n3C)c12 | -7 | -10 | 0.4 | -29 | 0.9
20 | CCSc1ccc2nnc(-c3cccc(F)c3)n2n1 | -13 | 3 | 2.0 | 32 | -0.9
21 | Cc1ccc(NC2=NC3(CCCCC3)N=C(N)N2)c(C)c1 | -34 | -6 | -4.4 | 5 | -1.1
22 | Cc1nn(-c2ccccc2)c2sc(C(=O)N(CC(=O)NC(C)(C)C)Cc3ccco3)cc12 | -44 | 0 | 1.0 | 23&3 | -1.6
23 | COc1cccc(C(=O)C[n+]2ccccc2/C=N/O)c1 | 15 | 10 | -0.1 | 2 | -0.5
24 | Cc1cccc(OCC(=O)N/N=C/c2cn[nH]c2-c2ccc(Cl)c(Cl)c2)c1 | 5 | 12 | 1.4 | -42 | 0.8
25 | COc1ccc(NC(=O)C2CCCN2S(=O)(=O)c2ccc(F)cc2)cc1 (configuration not stated) | -8 | -11 | -0.7 | -16 | -0.2
26 | O=c1[nH]c(CN2CCOCC2)nc2ccccc12 | 5 | -14 | 0.9 | 4 | 1.2
27 | CN(CCC#N)C(=O)CC1(Cc2ccccc2)CCOC(C)(C)C1 (configuration not stated) | 1 | -13 | -0.2 | -10 | 2.8
28 | COc1ccc(C(=O)NC(=S)Nc2ccc(S(N)(=O)=O)cc2)cc1 | 14 | -4 | 1.0 | -87 | -0.6
29 | N#C/C(=C\Nc1ccc2cn[nH]c2c1)c1nc(-c2ccc(Cl)cc2)cs1 | 11 | -15 | -1.9 | 26 | -1.1
30 | CSc1nnc(CCCCCCCCc2nnc(SC)o2)o1 | 11 | 4 | -0.2 | -11 | 0.1

nr | NPY Y1 blocker | S1P4 antag | TRPML3 agonist | CHOP inh
16 | -4 | 3 | -0.1 | 25
17 | -6 | 0 | 0.4 | 8
18 | x | 0 | 1.1 | -22
19 | 4 | -5 | -0.4 | 10
20 | 5 | 1 | -1.0 | 10
21 | 4 | 3 | 0.4 | -3
22 | 4 | -14 | 0.1 | 19
23 | 3 | 2 | 0.6 | 0
24 | -14 | -23 | -0.3 | 80*
25 | 1 | 1 | -0.4 | 6
26 | 0 | 5 | 0.9 | -8
27 | x | 1 | -0.3 | 3
28 | 1 | -11 | 0.2 | -11
29 | -5 | -6 | 1.4 | 14
30 | x | -2 | 1.0 | 20

Exported with values under each structure: part of the list above
Values in the order – NPY-Y1 PAM-ag | NPY-Y2 PAM-ag | S1P4 agonist | EP2 modulator | TRPN1 ag | NPY Y1 blocker | S1P4 antag | TRPML3 agonist | CHOP inh
17) C=CCN(CC=C)S(=O)(=O)c1ccc(NC(=O)COc2ccccc2OC)cc1
  -34 | -8 | -0.4 | -59 | 1.0 | -6 | 0 | 0.4 | 8
29) N#C/C(=C\Nc1ccc2cn[nH]c2c1)c1nc(-c2ccc(Cl)cc2)cs1
  11 | -15 | -1.9 | 26 | -1.1 | -5 | -6 | 1.4 | 14

Next compounds.
nr | SMILES | NPY-Y1 PAM-ag | NPY-Y2 PAM-ag | S1P4 agonist | EP2 modulator | TRPN1 ag
31 | CCOC(=O)C1(CCCc2ccccc2)CCN(C(=O)CCc2cnn(C)c2)CC1 | -10 | -5 | -0.7 | -3 | 0.9
32 | O=C(Oc1cc(=O)oc2ccccc12)c1ccccc1 | -12 | -7 | -0.7 | 5 | -0.8
33 | CCOc1ccc(CSC(CC(=O)O)C(=O)O)cc1 (configuration not stated) | 9 | 11 | -0.6 | 22 | 1.9
34 | CCCN1C(=O)/C(=C/c2nc3ccccc3c(=O)[nH]2)c2cc(C)ccc21 | 11 | 12 | 0.7 | 9 | 0.3
35 | CC(C)c1ccc(NC(=O)C2CCCCC2C(=O)O)cc1 (configuration not stated) | -6 | 7 | -2.3 | -2 | 1.5
36 | CO[C@H]1C=CO[C@@]2(C)Oc3c(C)c(O)c4c(O)c(c5c(c4c3C2=O)NC2(CCN(CC(C)C)CC2)N=5)=NC(=O)C(C)=CC=C[C@H](C)[C@H](O)[C@@H](C)[C@@H](O)[C@@H](C)[C@H](OC(C)=O)[C@@H]1C | 40 | 25 | 1.8 | x | 0.2
37 | O=C(Oc1ccccc1/C=C\C(=O)c1cc2ccccc2o1)c1cccc(F)c1 | 13 | 10 | 2.5 | 21 | -0.4
38 | CCc1ccc(-c2nc(NC(=O)c3ccc(OCC(=O)Nc4ccc(F)cc4)c(OC)c3)sc2C)cc1 | 11 | -9 | 0.9 | 32 | 0.0
39 | CCC1=C(C(=O)OC)C(c2cc(OC)ccc2OC)C(C#N)=C(N)O1 (configuration not stated) | 16 | -9 | 0.5 | 12 | -0.5
40 | COCc1cc(C)nc(OCC(=O)N/N=C/c2cc(C)n(-c3c(C)cccc3C)c2C)c1C#N | -14 | -8 | 1.2 | 12 | -0.4
41 | CCCn1c(SCC(=O)Nc2ccccc2CC)nnc1C(C)C | -6 | 1 | 1.8 | 10 | 0.4
42 | CCOc1ccc(NC(=O)CN2CCN(C3c4ccccc4-c4ccccc43)CC2)cc1 | -24 | -18 | -0.9 | 11 | -0.9
43 | CC(C)(C)N1CC(c2nc3ccccc3n2CCOc2ccccc2)CC1=O (configuration not stated) | -2 | 2 | -5.4 | 7 | -0.6
44 | CC(C)CN1CCNC(=O)C1CC(=O)NCc1cnn(-c2cccc(F)c2)c1 (configuration not stated) | -1 | 3 | -0.9 | 20 | -0.5
45 | O=C(OCc1ccc(F)cc1)c1ccc2c(c1)-c1ccccc1C2=O | 2 | -1 | -1.9 | -45 | 2.0
46 | C/C(=N/Nc1nc(C)cc(-c2ccccc2)n1)c1ccco1 | 13 | -6 | -1.5 | 11 | -1.4

nr | NPY Y1 blocker | S1P4 antag | TRPML3 agonist | CHOP inh
31 | -1 | 4 | 1.2 | -6
32 | -1 | -3 | 0.4 | 12
33 | 6 | -10 | 0.9 | 19
34 | x | -7 | -0.6 | -19
35 | 2 | 2 | 1.2 | 10
36 | -10 | -8 | 0.9 | 18
37 | 2 | -3 | 0.2 | -10
38 | 8 | -1 | 0.9 | 27
39 | 11 | -24 | 0.3 | -6
40 | 14 | -5 | 1.1 | 39
41 | -7 | -5 | -0.4 | 34
42 | 1 | -3 | -0.6 | 44
43 | 4 | 5 | -0.1 | -2
44 | -6 | -13 | 0.5 | 23
45 | 6 | -5 | 1.0 | 46
46 | -4 | 1 | 0.0 | -21

Screens deposited in PubChem by several laboratories.
